USP1-UAF1 inh = Inhibitors of USP1/UAF1: Primary Screen; Ubiquitin carboxyl-terminal hydrolase 1 (Homo sapiens), O94782; recombinant USP1/UAF1, Ub-Rhodamine cleavage fluorescence; Potency, µM (top dose mostly 57.1 µM), for inactives: top-dose activity change, negative = inhibition, most hits filed as inhibitors; 0.23% of 390,000 active; AID 743255, 2014; note: potency is the fitted concentration of half-maximal effect; % is set by controls: 0 for no effect and ±100 for the full control effect; nearly all actives have a fitted effect of over 60% in size; inactives centre near -12
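1 nM enzyme complex + cpd, 15 min RT; start with Ub-Rho 150nM final; kinetic fluorescence ex 480/em 540, 6 reads q60 s. Buffer 50mM HEPES pH 7.8, 0.5mM EDTA, 0.1 mg/ml BSA, 1mM TCEP, 0.01% Tween-20.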
Vif-A3G inh = qHTS for Inhibitors of Vif-A3G Interactions: qHTS | DNA dC->dU-editing enzyme APOBEC-3G (Homo sapiens), Q9HC16 | HeLa A3G-eYFP + Vif (tagged APOBEC3G with the HIV-1 protein that degrades it), YFP fluorescence, overnight | Potency, µM (highest dose often 46.1 µM), inactives show at the highest dose activity, negative = active, actives largely listed as inhibitors | 0.076% of 410,000 active;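 note: potency is the fitted concentration of half-maximal effect; % is set by controls: 0 for no effect and ±100 for the full control effect; nearly all actives have a fitted effect of over 60% in size; hits raise eYFP signal because A3G escapes Vif-driven loss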
Target sequence (Q9HC16 whole entry, looked up): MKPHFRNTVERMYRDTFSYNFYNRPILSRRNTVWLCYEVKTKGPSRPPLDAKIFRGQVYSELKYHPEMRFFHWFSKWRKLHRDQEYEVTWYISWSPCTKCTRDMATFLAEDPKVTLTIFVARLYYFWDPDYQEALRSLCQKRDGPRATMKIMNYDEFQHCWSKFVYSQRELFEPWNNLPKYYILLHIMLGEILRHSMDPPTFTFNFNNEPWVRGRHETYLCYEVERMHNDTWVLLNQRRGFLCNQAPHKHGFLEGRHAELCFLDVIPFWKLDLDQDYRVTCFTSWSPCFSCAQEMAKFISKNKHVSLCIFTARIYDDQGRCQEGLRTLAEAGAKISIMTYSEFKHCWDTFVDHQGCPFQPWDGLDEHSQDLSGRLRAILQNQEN
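HeLa cells stably expressing Vif and C-terminally eYFP-tagged A3G, seeded overnight at 37 deg C, then exposed to compound by pintool overnight at 37 deg C. Rise in yellow fluorescence (Ex 488/Em 500-530, Acumen) marks blocked Vif-driven A3G degradation.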
TrxR1 substrate = qHTS Assay for Substrates of Mammalian Selenoprotein Thioredoxin Reductase 1 (TrxR1): qHTS; Potency, µM (series often up to 114 µM), inactives show top-dose activity change, negative = substrate turnover; purified TrxR1 substrate turnover, NADPH consumption readout; 0.01% of 390,000 active; AID 588456, 2011; note: potency is the fitted concentration of half-maximal effect; % is set by controls: 0 for no effect and ±100 for the full control effect; nearly all actives have a fitted effect of over 50% in size
Target sequence (O89049 whole entry, looked up): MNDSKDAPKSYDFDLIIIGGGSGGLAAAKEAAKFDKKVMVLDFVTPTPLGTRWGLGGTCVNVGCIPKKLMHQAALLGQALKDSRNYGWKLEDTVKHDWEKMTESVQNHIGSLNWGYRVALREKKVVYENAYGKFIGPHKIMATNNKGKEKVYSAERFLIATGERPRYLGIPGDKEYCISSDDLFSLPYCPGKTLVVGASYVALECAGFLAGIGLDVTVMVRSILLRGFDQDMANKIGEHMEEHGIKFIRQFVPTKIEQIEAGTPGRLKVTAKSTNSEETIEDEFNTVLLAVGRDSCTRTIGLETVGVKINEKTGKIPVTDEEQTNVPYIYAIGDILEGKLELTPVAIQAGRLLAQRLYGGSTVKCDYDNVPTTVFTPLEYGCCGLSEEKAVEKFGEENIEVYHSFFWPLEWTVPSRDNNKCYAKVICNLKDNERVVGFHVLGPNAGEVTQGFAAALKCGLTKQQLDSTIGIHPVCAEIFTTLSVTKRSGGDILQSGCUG
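Rat TrxR1, dispensed at 90 nM, was prereduced with 400 uM NADPH (final) for 5 min at ~22 deg C, then incubated with compound 15 min before 400 uM selenite. A first-read NADPH fluorescence drop versus no-compound background flagged substrates.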
mIDH1 inhibitor = qHTS for Inhibitors of mutant isocitrate dehydrogenase 1 (IDH1): qHTS; 0.093% of 390,000 active; Isocitrate dehydrogenase [NADP] cytoplasmic (Homo sapiens), O75874; IDH1-R132H enzyme, NADPH consumption, diaphorase/resazurin fluorescence; Potency, µM (top dose mostly 76.6 µM), for inactives: top-dose activity change, negative = inhibition, hits mostly inhibitors; note: potency is the fitted concentration of half-maximal effect; % is set by controls: 0 for no effect and ±100 for the full control effect; nearly all actives have a fitted effect of over 65% in size
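IDH1-R132H (0.5 ug/mL) preincubated 30 min with compound, then NADPH (0.016 mM) and alpha-KG (2 mM) added; 80 min at RT, pH 7.5. Remaining NADPH coupled via diaphorase/resazurin to fluorescence (540/590 nm); concentration-response curves normalized to no-enzyme control.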
GRP78 ERSR act = qHTS for Inducers of the Endoplasmic Reticulum Stress Response (ERSR) in Human Glioma: qHTS. U87-MG GRP78 promoter luciferase reporter, 16 h. Potency, µM, without a hit: top-dose activation, most hits filed as activators. 0.02% of 420,000 active. AID 602332, 2012; note: potency is the fitted concentration of half-maximal effect; series mostly up to about 76 µM; % of control where 0% means no effect; nearly all actives have a fitted effect of over 35% in size
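ERSR induction read as luciferase luminescence (Bright-Glo, 10 min at room temperature) in stably transfected human U87-MG glioma cells exposed to compounds for 16 h, using GRP78 as sensor.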
LDHA inh = qHTS assay for inhibitors of human lactate dehydrogenase; L-lactate dehydrogenase A chain (Homo sapiens), P00338; purified LDHA, NADH/diaphorase-resazurin fluorescence; hits give low values; 0.15% of 480,000 active; activity change, % (values are at about 110 or 230 µM); in the data active = activity change below about -30%; inconclusive = mostly about -25% to -30%;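 note: plate controls were DMSO wells for no effect and wells without enzyme for full effect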
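Enzyme activity of human lactate dehydrogenase 5 (2 nM; 0.06 mM NADH, 0.2 mM pyruvate, 5 min, RT) is measured via a resazurin/diaphorase fluorescence readout of residual NADH.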
RGS4 inhibitor = Inhibitors of Regulator of G Protein Signaling (RGS) 4: qHTS. Regulator of G-protein signaling 4 (Homo sapiens), P49798. Transcreener GDP fluorescence polarization, RGS4-accelerated GTP hydrolysis. Potency, µM (series often up to 114 µM), inactives show at the top dose activity change, negative = inhibition, actives largely listed as inhibitors. 0.039% of 390,000 active. AID 504845, 2011; note: potency is the fitted concentration of half-maximal effect; % is set by controls: 0 for no effect and ±100 for the full control effect; nearly all actives have a fitted effect of over 75% in size; some results filed as inactive show a strong effect at the top dose
Target sequence (P49798 whole entry, looked up): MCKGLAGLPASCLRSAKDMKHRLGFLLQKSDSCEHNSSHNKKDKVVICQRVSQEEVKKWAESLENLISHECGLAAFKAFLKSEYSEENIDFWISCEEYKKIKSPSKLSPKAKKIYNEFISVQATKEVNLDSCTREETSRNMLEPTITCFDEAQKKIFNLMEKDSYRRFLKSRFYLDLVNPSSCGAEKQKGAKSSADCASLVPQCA
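MLSMR compounds (23 nl, pin-transferred) preincubated 10 min at room temperature with a 500nM (2x) first reagent, then RGS4 at 900nM (2x) plus Transcreener GDP mix added; fluorescence polarization (620/688 nm) read before and after 90 min at 30 °C.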
Vif-A3F inh = qHTS for Inhibitors of Vif-A3F Interactions: qHTS; Potency, µM (series often up to 46.1 µM), for inactives: top-dose activity, negative = active; 0.2% of 390,000 active; HeLa A3F-eYFP + Vif (tagged APOBEC3F with the HIV-1 protein that degrades it), YFP fluorescence increase; note: potency is the fitted concentration of half-maximal effect; % of control where 0% means no effect; nearly all actives have a fitted effect of over 65% in size
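HeLa cells stably expressing A3F-eYFP plus Vif, plated and incubated overnight at 37 deg C, then exposed to compounds overnight at 37 deg C. Blocked degradation read as raised yellow fluorescence (Ex 488/Em 500-530).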
TrxR1 inh = qHTS Assay for Inhibitors of Mammalian Selenoprotein Thioredoxin Reductase 1 (TrxR1): qHTS. 1% of 390,000 active. Potency, µM (highest dose often 114 µM), for the others: at the highest dose activity change, negative = inhibition, usual class: inhibitors. Thioredoxin reductase 1, cytoplasmic (Rattus norvegicus), O89049. recombinant rTrxR1, NADPH fluorescence consumption, selenite substrate; note: potency is the fitted concentration of half-maximal effect; % is set by controls: 0 for no effect and ±100 for the full control effect; nearly all actives have a fitted effect of over 65% in size
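Rat TrxR1 (90 nM in the dispensed reagent) was pre-reduced with 400 uM NADPH for 5 min at room temperature, then incubated with compound for 15 min. After 400 uM selenite was added, NADPH fluorescence (Ex 340/Em 450 nm) was followed for 8 min.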
* marks the source's active call; other numbers are inactive results; ? = inconclusive; . = no result given; & = joins results of further samples; [ ] = dose if it differs, or a comment. Unless noted, calls come from the whole dose curve; as a rule, active = well fitted curve in the direction sought with a large enough effect; inconclusive = small, poorly fitted or top-dose-only effect, or another doubt; inactive = no such curve, though single readings can be large; an effect the other way counts as inactive or inconclusive.

Second line of a record: TrxR1 inh	Vif-A3F inh	TrxR1 substrate	USP1-UAF1 inh	Vif-A3G inh	RGS4 inhibitor	LDHA inh	GRP78 ERSR act	mIDH1 inhibitor
> Cc1ccc(/C=N/NC(=O)C(C)Oc2ccccc2[N+](=O)[O-])s1 (stereo unspecified)
 : -2%	-8%	-8%	-7%	-3%	-10%	-8	-2%	2%
> Cc1ccc(S(=O)(=O)NCC(c2cccnc2)N2CCN(Cc3ccccc3)CC2)cc1 (stereo unspecified)
 : 18%	1%	4%	-19%	-9%	-14%	0	-4%	-14%
> CCN(CC(=O)Nc1cccc(OC)c1)C(=O)c1ccc(C)s1
 : -19%	8%	-12%	-8%	0%	-18%	-4	-2%	5%
> COc1ccc(OCc2nnc(SCC(=O)O)n2N)cc1
 : 14%[57.1 µM]	3%	1%[57.1 µM]	-2%	1%	8%[11.4 µM]	-7	-6%	-9%
> CC(C)(CN1CCCN(CC(C)(C)C(=O)O)C1=O)C(=O)O
 : .	-9%	.	-19%	2%	.	-8	-2%	-5%
> O=C(Nc1cccc(-c2nc3ncccc3o2)c1)c1cc2ccccc2o1
 : -3%	5%	3%	-16%	-4%	?	-4&7	7%	7%
> O=C(Nc1cccc(F)c1)C1CCN(c2nc3ccccc3[nH]2)CC1
 : 14%[57.1 µM]	-1%	2%[57.1 µM]	-11%	-5%	-17%	-1	1%	13%
> O=C(NCc1cccnc1)c1ccc(=O)oc1
 : -28%	4%	-24%	-23%	1%	22%	0	1%	6%
> CN1C(=O)C(CC#N)(C2(CC#N)C(=O)N(C)c3ccccc32)c2ccccc21 (stereo unspecified)
 : -4%	-2%	-8%	-4%	1%	16%	-17	-2%	6%
> CCn1c(SCC(=O)NCc2ccccc2)nc2c(c1=O)SC(C)C2 (stereo unspecified)
 : 18%	-4%	1%	-17%	3%	-12%	2	-2%	18%
> CCN(CC)c1ccc(/C=N\NC(=O)c2cccc3cc[nH]c23)cc1
 : 5%[57.1 µM]	8%	4%[57.1 µM]	?	?	11%	-6	0%	-3%
> Cc1nn(Cc2cccc(C(=O)Nc3ccn(Cc4ccccc4)n3)c2)c(C)c1[N+](=O)[O-]
 : 5%	-27%	-6%	-24%	0%	-40%	-7	-3%	1%
> COc1ccc(N2CCN(C(=O)c3cc(-c4ccc(C)c(F)c4)on3)CC2)cc1
 : -4%	0%	-10%	-22%	3%	13%	1	-3%	0%
> CCC1Oc2ccccc2N(CC(=O)NCc2cc(OC)ccc2OC)C1=O (stereo unspecified)
 : 7%[57.1 µM]	-1%	-2%[57.1 µM]	-10%	-3%	1%	2	-3%	9%
> Cn1c(=O)c2c(nc(SCCN3CCCCC3)n2Cc2ccccc2)n(C)c1=O
 : 40%[activator]	-1%	-3%	2%	5%	-22%	0&11	-7%	9%

(list continues)
Second line of a record: TrxR1 inh	Vif-A3F inh	TrxR1 substrate	USP1-UAF1 inh	Vif-A3G inh	RGS4 inhibitor	LDHA inh	GRP78 ERSR act	mIDH1 inhibitor
> O=C(NCc1ccc(Cl)cc1)c1ccc(-n2cccn2)nc1
 : 24%[57.1 µM]	-17%	3%	-21%	-4%	-18%	-6	-5%	2%
> CSc1nc2ccc(S(N)(=O)=O)cc2s1
 : -13%	2%	-12%	2%	2%	26%	-5	0%	9%
> O=C(O)c1csc(-c2cccs2)n1
 : 7%	-2%	1%	-7%	-10%	-8%	-8	-1%	17%
> CC(C)c1ccccc1OCC(=O)Nc1nnc(C2CC2)s1
 : 13%[57.1 µM]	1%	1%[57.1 µM]	-4%	-6%	-1%	-5	-3%	-7%
> CCCNC(=S)N1CCC(c2nc3cc(C)c(C)cc3[nH]2)CC1
 : 7%	5%	-3%	-25%	-1%	-6%	-1	-3%	1%
> COc1ccccc1CNC(=O)CCC1N=C2c3ccccc3N=C(SCC(N)=O)N2C1=O (stereo unspecified)
 : 11%[57.1 µM]	7%	6%[57.1 µM]	?	-6%	-3%	-4	-6%	-8%
> O=C1CC(c2ccco2)Cc2[nH]c(=O)c(C(=O)Nc3ccccc3)cc21 (stereo unspecified)
 : -4%	.	-4%	.	3%	.	1	-1%	.
> Cc1[nH]c2ccccc2c1/C=C(\C#N)C(=O)NCc1ccccc1
 : -8%	5%	-4%	-4%	-12%	-25%	-1	1%	-1%
> CCOCCCNC(=O)c1ccc(CS(=O)(=O)Cc2cccc(C)c2)o1
 : 1%	1%	5%	?	1%	22%	-9	-2%	0%
> CCC(=O)NC(=S)Nc1cccc(NC(=O)CC)c1
 : 14%[57.1 µM]	-2%	11%[57.1 µM]	-3%	0%	2%	-4	-1%	-1%
> COc1ccc(C[C@H]2c3cc(O)c(OC)cc3CC[N+]2(C)[O-])cc1O (stereo partly specified)
 : -14%[57.1 µM]	1%	55%[activator][57.1 µM]	-19%	1%	-8%	2	-2%	-13%
> N=c1c(C(=O)NC2CCCC2)cc2c(=O)n3ccccc3nc2n1CCN1CCOCC1
 : -16%	0%	177%[activator]	-3%	-2%	12%	3	-2%	5%
> O=C(O)C1C2C=CC(O2)C1C(=O)NCCC1=CCCCC1 (stereo unspecified)
 : -12%	11%	1%	-9%	-1%	-11%	12	-3%	4%
> CC(N=C1NC(C)(C)Cc2ccccc21)C(=O)O (stereo unspecified)
 : 11%	1%	4%	-22%	6%	-7%	0	-3%	2%
> Oc1ccccc1-c1nc2ccccc2nc1-c1ccccc1
 : 19%	7%	-2%	-15%	-6%	-6%	-4	-4%	5%

(further entries)
Second line of a record: TrxR1 inh	Vif-A3F inh	TrxR1 substrate	USP1-UAF1 inh	Vif-A3G inh	RGS4 inhibitor	LDHA inh	GRP78 ERSR act	mIDH1 inhibitor
> Cc1ccc(C2=N/C(=C\c3cccs3)C(=O)N2Nc2ccccc2)cc1
 : -17%	0%	8%[57.1 µM]	?	-1%	-6%	-2	-3%	-1%
> CCOC(=O)CN1C(C(=O)c2ccccc2)=C(OC(=O)c2ccccc2)c2ccccc2S1(=O)=O
 : 11%	.	1%	-24%	.	-10%	3	.	.
> Cc1ccc(C2CC(=O)Nc3sc(C(N)=O)c(N)c32)cc1 (stereo unspecified)
 : 2%	-6%	-6%	5%	0%	-17%	2	-3%	-1%
> CN(C)S(=O)(=O)c1cccc(NC(=O)COC(=O)/C=C/c2ccc(Br)o2)c1
 : ?	0%	3%	-17%	-1%	-12%[11.4 µM]	-5	-4%	7%
> CC(=O)c1cc(NC(=O)c2ccccc2)c(=O)oc1/C=C/N(C)C
 : ?	?	?	?	?	-53%	-2	0%	-5%
> C=CC[C@H](CC(=O)N(CCO)Cc1ccccc1)C(=O)N[C@@H](COC(=O)[C@@H](CC=C)CC(=O)OC(C)(C)C)Cc1c[nH]c2ccccc12
 : 15%	0%	-8%	-26%	-12%	-13%	4	-4%	5%
> CCOC(=O)N1CCN(C(=S)NC(=O)c2c(-c3c(Cl)cccc3Cl)noc2C)CC1
 : -24%	?	-3%	-12%	2%	-3%	-1	-1%	6%
> O=c1c2ccccc2nc(SCCN2CCCCC2)n1CCc1ccccc1
 : 11%[57.1 µM]	-8%	-1%	?	3%	-33%	-3	2%	-1%
> CCOc1ccc(NC(=O)CN(C)C(=O)c2c(-c3ccccc3Cl)noc2C)cc1OCC
 : 12%	7%	-2%	-15%	2%	9%	-3	-3%	1%
> c1cc(-c2nsc(-c3ccncc3)n2)ccn1
 : 4%	4%	3%	-24%	2%	?	-1	3%	0%
> COc1cccc(CNC(=O)CCCn2nc(C)c3sc4ccccc4c3c2=O)c1
 : 66%[activator]	3%	16%	-15%	-4%	5%	-4	-3%	0%
> O=C(C=C1NCCN1)c1ccccc1
 : 6%	5%	1%	-19%	1%	4%	-1	-1%	9%
> CCC1CCc2c(sc(N)c2C(N)=O)C1 (stereo unspecified)
 : -25%	-2%	-13%	-11%	-8%	?	11	-4%	2%
> O=[n+]1c2c(n([O-])c3cc(F)c(F)cc31)CCCC2
 : 3.5µM*	-4%	-8%	-3%	0%	-32%	20	1%	-2%
> CCCc1cc(C(=O)Nc2cc(Br)ccc2O)no1
 : 42%	3%	0%[57.1 µM]	-15%	-3%	5%	0	1%	0%
> CS(=O)(=O)N1CCc2cc(C(=O)Nc3ccc(COCC(F)(F)F)cc3)ccc21
 : 6%	2%	-6%	-24%	7%	3%	-4	-2%	8%

Screening results as filed in PubChem.

The list is partial; count on the stated rates, not on these rows.
